# High-throughput results deposited in PubChem BioAssay by The Scripps Research Institute Molecular Screening Center.
# GSTO1 counter = counter-screen for RBBP9 inhibitors: inhibitors of human GSTO1. recombinant GSTO1, activity-based probe fluorescence polarization. inhibition, % at 5.96 µM. P78417. AID 1974. actives 1.1% (n = 300,000);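 active = inhibition above the campaign mean inhibition plus 3 SD, cut at about 35% in these data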;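 also: 0% = GSTO1-1 with DMSO and 100% = wells lacking GSTO1-1 enzyme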
# PAD4 inh = PAD4 (human) enzyme inhibition. inhibition, % at 6.36 µM. Q9UM07. AID 485272. actives 0.41% (n = 330,000). recombinant PAD4, RCA probe fluorescence polarization;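 active = percent inhibition above a cutoff equal to the mean of all tested compounds plus 3 SD, cut at about 15% in these data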;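 also: 0% = PAD4 with RCA probe and DMSO and 100% = probe without PAD4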
# LYPLA2 inh = counter-screen for PME1 inhibitors: inhibitors of human LYPLA2; recombinant LYPLA2, FP-Rh probe fluorescence polarization; inhibition, % at 5.9 µM; AID 2177; O95372; actives 0.38% (n = 320,000);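 active = inhibition above the screen-wide mean plus 3 SD, limit set per campaign, cut at about 26% in these data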;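 also: 0% = LYPLA2 with DMSO and 100% = wells lacking LYPLA2 enzyme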
# LYPLA1 inh = counter-screen for PME1 inhibitors: inhibitors of human LYPLA1. inhibition, % at 5.9 µM. O75608. recombinant LYPLA1, FP-Rh probe fluorescence polarization. actives 0.16% (n = 320,000);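 active = inhibition above the mean of all tested compounds plus 3 SD, set per campaign, cut at about 14% in these data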;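 also: inhibitors block serine hydrolase probe labeling of LYPLA1 so polarization falls; 0% = enzyme with DMSO and 100% = wells lacking LYPLA1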
# Target sequence (O75608 whole entry, looked up): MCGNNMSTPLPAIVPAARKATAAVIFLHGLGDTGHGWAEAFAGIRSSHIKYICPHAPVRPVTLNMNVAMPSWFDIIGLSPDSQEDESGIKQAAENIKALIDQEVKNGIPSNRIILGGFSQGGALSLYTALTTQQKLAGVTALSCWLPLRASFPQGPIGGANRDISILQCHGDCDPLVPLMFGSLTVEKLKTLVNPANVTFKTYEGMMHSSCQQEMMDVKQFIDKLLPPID
# PAFAH2 inh = inhibitors of human PAFAH2. inhibition, % at 3.39 µM. actives 0.99% (n = 340,000). Q99487. recombinant PAFAH2, FP-rhodamine activity probe, fluorescence polarization. AID 492956;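 active = inhibition above the mean over all tested compounds plus 3 SD, cut at about 30% in these data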;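 also: inhibitors block probe labeling of enzyme so polarization drops; 0% = enzyme with DMSO and 100% = wells lacking PAFAH2 protein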
# PREPL inhibitor = human PREPL enzyme inhibition; Q4J6C6; recombinant PREPL, fluorescence polarization activity-based probe; inhibition, % at 5.96 µM; actives 0.68% (n = 320,000); AID 2751; in the data active = inhibition above about 43%;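 also: 0% = enzyme with DMSO and 100% = wells lacking enzyme; many of its hits are not listed in these tables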
# Target sequence (Q4J6C6 whole entry, looked up): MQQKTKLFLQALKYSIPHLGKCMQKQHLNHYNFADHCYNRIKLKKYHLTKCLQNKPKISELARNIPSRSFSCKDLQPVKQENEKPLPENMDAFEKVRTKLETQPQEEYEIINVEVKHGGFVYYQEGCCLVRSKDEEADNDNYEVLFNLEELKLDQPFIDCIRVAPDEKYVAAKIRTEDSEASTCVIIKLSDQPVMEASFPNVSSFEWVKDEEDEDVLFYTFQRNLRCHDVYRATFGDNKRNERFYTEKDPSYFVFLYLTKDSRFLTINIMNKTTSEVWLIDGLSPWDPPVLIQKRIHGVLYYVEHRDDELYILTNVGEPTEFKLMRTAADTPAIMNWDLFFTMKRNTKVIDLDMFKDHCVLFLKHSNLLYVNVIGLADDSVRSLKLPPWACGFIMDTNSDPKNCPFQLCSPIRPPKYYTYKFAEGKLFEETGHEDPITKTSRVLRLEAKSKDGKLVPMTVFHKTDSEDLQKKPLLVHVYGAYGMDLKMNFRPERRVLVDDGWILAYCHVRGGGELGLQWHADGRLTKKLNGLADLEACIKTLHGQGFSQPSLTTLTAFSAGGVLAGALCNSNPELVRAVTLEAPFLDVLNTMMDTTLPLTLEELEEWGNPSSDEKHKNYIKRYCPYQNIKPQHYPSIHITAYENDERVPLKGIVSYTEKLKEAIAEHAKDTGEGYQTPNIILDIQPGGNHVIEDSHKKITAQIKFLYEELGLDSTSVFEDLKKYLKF
# pPAFAH inh = inhibitors of human plasma PAF acetylhydrolase (pPAFAH); Q13093; recombinant pPAFAH, FP-rhodamine probe fluorescence polarization; inhibition, % at 3.39 µM; actives 1.5% (n = 330,000); AID 463082;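 active = inhibition above the mean inhibition across the screen plus 3 SD, cut at about 25% in these data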;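 also: inhibitors block binding of the rhodamine activity-based probe so polarization drops; 0% = enzyme with DMSO and 100% = wells lacking pPAFAH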
# PAFAH1B2 FP inh = inhibitors of human PAFAH1B2; P68402; recombinant PAFAH1B2, FP-rhodamine activity probe, fluorescence polarization; inhibition, % at 3.39 µM; actives 1.2% (n = 340,000); AID 492953;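 active = inhibition above the mean of all tested compounds plus 3 SD, cut at about 24% in these data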;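 also: 0% = enzyme with DMSO and 100% = wells lacking PAFAH1B2; many of its hits are not listed in these tables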
# PAFAH1B3 FP inh = inhibitors of human PAFAH1B3 | AID 492972 | recombinant PAFAH1B3, FP-rhodamine probe, fluorescence polarization | actives 0.28% (n = 340,000) | inhibition, % at 3.39 µM | Q15102;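 active = inhibition above the screen-wide average of all tested compounds plus 3 SD, cut at about 25% in these data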;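 also: 0% = enzyme with DMSO only and 100% = wells lacking PAFAH1B3 protein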
# Numbers without * were called inactive; · = not tested or not shown. An excerpt; rates above refer to the full screens.
SMILES,GSTO1 counter,PAD4 inh,LYPLA2 inh,LYPLA1 inh,PAFAH2 inh,PREPL inhibitor,pPAFAH inh,PAFAH1B2 FP inh,PAFAH1B3 FP inh
O=C(NC1CCCC1)C1CC(=O)N(c2ccc(F)c(Cl)c2)C1 (configuration not stated),-5,-1,-8,2,-6,0,-1,-1,3
COc1ccc(/C=C2/CCOC2=O)cc1,0,-4,-9,-3,-3,-13,2,-1,8
O=C(O)C1CCCCC1C(=O)NCc1cn2ccccc2n1 (configuration not stated),0,-3,-3,3,-9,10,0,0,-9
CC(NC(=O)C1CCCN(S(=O)(=O)c2ccc(-n3cnnn3)cc2)C1)c1ccc(F)cc1 (configuration not stated),3,2,2,-4,15,-1,8,27*,3
CCOc1cccc2cc(C(=O)NCc3ccc(OC)cc3)c(=N)oc12,-2,-1,1,-3,1,-6,1,-4,1
COc1ccccc1N(Cc1ccccc1)S(=O)(=O)c1cccc(C(=O)NC2CC(C)(C)NC(C)(C)C2)c1,-1,-3,4,-1,0,-1,-6,6,5
CC(C)(C)NC(=O)c1ccc(NC(=O)CSc2ccccc2)cc1,2,-3,3,-5,-6,6,0,6,0
COc1ccc2cc3c(N)nn(C(=O)C4CCC(C(C)(C)C)CC4)c3nc2c1 (configuration not stated),1,1,-2,-4,7,6,1,2,-2
CSc1ncc(CN2CCN(C3CCCCC3)C(CCO)C2)cn1 (configuration not stated),-1,0,3,-1,3,0,-2,2,11
COc1cc(NC(=O)CCc2ccccc2)c(C(=O)O)cc1OC,-1,-2,1,0,13,13,4,23,3
CCc1ccccc1-n1c(-c2ccncc2)n[nH]c1=S,7,6,4,3,-6,14,2,5,2
Cc1ccc(-c2nn(-c3cc(Cl)ccc3[N+](=O)[O-])c(=O)c3ccccc23)cc1C,3,1,2,-1,-2,11,5,-5,6
O=C(CSc1ncnc2c1oc1ccccc12)NCc1ccc(F)cc1,0,-2,1,4,8,7,5,2,-1
COC(=O)/C=C1\SC(=NC(=O)c2ccc(OC)cc2)NC1=O,1,-4,-4,-1,-6,7,2,7,7
CCN(C(=O)COC(=O)c1ccc(Br)o1)C1CCCCC1,7,1,1,-2,-10,7,5,7,0
Nc1nc(N)c2[nH]cnc2n1,7,-2,1,0,·,10,-3,·,·
CN(C)S(=O)(=O)c1ccc(C(=O)Nc2ccc3c(c2)CCC3)cc1,-7,1,0,1,4,-5,3,2,4
O=C(Cc1ccc(F)cc1)NC1CCS(=O)(=O)C1 (configuration not stated),7,6,2,3,-5,12,-1,3,-4
CSc1ccccc1NC(=O)CN(C)C(C)C(=O)Nc1ccc(C#N)cc1 (configuration not stated),-8,2,8,1,5,-2,3,4,3
Cc1cc(C(=O)NC(Cc2c[nH]c3ccccc23)C(=O)O)c(C)o1 (configuration not stated),30,-4,-6,-1,-2,2,9,5,-2
CN1C(N)=NC(=O)/C1=C/c1ccc(OC(F)(F)F)cc1,6,-3,2,5,-3,11,-2,-5,8
O=C1[C@@H]2C(c3cccnc3)=NO[C@@H]2C(=O)N1c1ccc2ccccc2c1,3,-2,6,-1,2,3,18,4,-4
O=C(CCSc1nc(-c2ccc3c(c2)OCO3)cc(C(F)(F)F)n1)NCc1ccccc1,-13,3,0,-5,18,-7,3,-3,-2
O=C(c1ccc2nc(Cc3cccc(Cl)c3)oc2c1)N1CCC[C@H]1CO,2,-1,3,3,-5,27,5,-1,-5
COc1cccc(N2CC(C(=O)Nc3nnc(SCc4cccnc4)s3)CC2=O)c1 (configuration not stated),4,4,5,-2,3,-3,7,1,1
O=C(NCC(=O)N1CCN(c2ncc(C(F)(F)F)cc2Cl)CC1)c1ccc(Br)o1,-7,-2,8,-1,0,16,8,1,10
COc1ccc(CCNc2cc(C)nc3c(-c4ccccc4)c(C)nn23)cc1OC,-4,2,1,-2,6,12,3,6,12
C=CC(C)(C)c1cc2cc3ccoc3cc2oc1=O,11,3,7,2,5,-1,2,3,2
CC(=O)C1=C(C)NC(SCC(N)=O)=C(C#N)C1c1cccs1 (configuration not stated),5,-1,1,-3,5,-1,5,5,8
CC(=O)Nc1ccc(S(=O)(=O)NCc2ccncc2)cc1,22,3,-2,-5,-6,21,-6,8,-4
NC(=O)c1ccc(NC(=O)CSc2nncn2-c2ccccc2)cc1,0,-4,-1,-4,-5,-4,5,2,9
O=C(NCCc1c[nH]c2ccccc12)/C(=C\c1cccnc1)NC(=O)c1cccs1,4,1,5,7,-1,3,5,-3,-3
Cc1c(C(=O)N2CCN(Cc3ccc4c(c3)OCO4)CC2)sc2ncnc(N3CCN(c4ccccc4)CC3)c12,1,3,5,0,-6,45*,2,2,-4
CC(C)(C)n1cnc2cc(NC(=O)c3cccs3)ccc21,-6,-1,1,3,-1,5,4,7,6
CCc1ccc2c(c1)C(=O)C[C@]1(CCC[C@H](C)C1)O2,2,-4,8,-2,-5,-10,-3,4,4
N#C/C(=C\c1cccc(O)c1)C(=O)N1CCCCC1,-5,0,9,1,1,-5,0,8,5
O=S(=O)(NC1=NCCCCC1)c1cc(F)ccc1F,·,0,·,·,1,13,-1,4,4
Cc1cc(C)n(CCC(=O)N/N=C/c2ccc(O)cc2O)n1,-1,-5,1,3,1,2,-2,4,12
CN(C)/C=C1\NC(=S)N(c2ccc(Cl)cc2)C1=O,8,-4,-4,-2,-2,10,1,8,3
CN(C)CC1CCCCC1OC(=O)/C=C/c1ccccc1 (configuration not stated),0,-2,4,2,1,6,-2,7,11
Cc1ccc(C)c(NC(=O)C(OC(=O)c2cnc(C)cn2)c2ccccc2)c1 (configuration not stated),-4,-3,0,3,8,-5,4,5,1
O=C(CCn1nnc2ccccc21)N1CCN(c2ccccc2)CC1,8,-4,7,1,12,6,-4,6,7
O=C(NC1CCCC1)[C@@H]1CSC2c3ccccc3C(=O)N21 (some centres not stated),-8,2,1,0,1,-9,3,8,12
Cc1oc(-c2cccc(Cl)c2)nc1CSc1nc2c(c(=O)[nH]1)CCC2,-1,2,5,2,-2,4,2,0,0
Cc1c(N=Cc2ccncc2)c(=O)n(-c2ccccc2)n1C,0,-4,-6,1,1,14,-3,8,11
CCOc1ccccc1NC(=O)C(OC(=O)c1ccc(O)cc1)c1ccccc1 (configuration not stated),-11,-1,-17,-13,-13,-6,-1,2,5
O=C(Nc1ccc(Cl)cc1)Nc1cccnc1,-5,-10,2,-5,1,13,-1,5,7
NCCCC[C@@H]1NC(=O)[C@H](CCC(=O)O)NC(=O)c2cc([N+](=O)[O-])cc(I)c2SC[C@@H](C(=O)NCC(N)=O)NC1=O,31,-6,1,0,-11,7,-2,-5,5
C=CCn1c(=NC(=O)c2ccccc2[N+](=O)[O-])sc2cc(S(C)(=O)=O)ccc21,1,-3,-4,-2,-2,1,5,-2,-1
O=C(Nc1ccc2nc3n(c(=O)c2c1)CCCCC3)C(=O)N1CCN(c2ccccc2F)CC1,0,2,7,5,3,17,-1,0,2
O=C(Cn1nnc2ccccc21)Nc1ccc(Cl)cn1,1,-4,4,-3,-2,-4,0,0,11
CN(C)C(CNc1ncnc2ccccc12)c1c(F)cccc1Cl (configuration not stated),-1,-2,-3,-5,-6,-1,3,-2,4
Cc1ccnc(Nc2nc(-c3ccc(O)cc3)cs2)c1,6,-2,-1,0,4,0,9,6,2
COC(=O)[C@@]12CCCCN1[C@H](c1ccc(-c3ccc(Cl)c(Cl)c3)cc1)[C@H]1C(=O)N(C)C(=O)[C@H]12,·,1,·,·,3,10,-3,4,9
CCOc1ccc(NCC(=O)Nc2ccc(Cl)cc2C)cc1,11,-8,-1,2,0,15,-2,3,6
Cc1ccc(C)c(N2CCN(C(=O)CCc3nc(-c4cccc(Br)c4)no3)CC2)c1,·,6,·,·,6,·,6,1,8
Cc1ccccc1CSc1nc(-c2ccccc2)cc(=O)[nH]1,2,1,5,4,0,-2,0,1,4
COc1ccccc1C(=O)N/C(=C\c1ccccc1)C(=O)NC(Cc1ccccc1)C(=O)O (configuration not stated),8,1,-3,0,-9,7,0,-4,0
COc1cc(SC)ccc1C(=O)NCCOc1c(C)cc(C)cc1C,9,2,3,-2,16,8,4,0,0
COc1cc(/C=C(\C#N)C(=O)c2c[nH]c3ccccc23)cc(OC)c1O,16,-4,-14,-6,-41,13,1,-15,-27

# The results go on:
SMILES,GSTO1 counter,PAD4 inh,LYPLA2 inh,LYPLA1 inh,PAFAH2 inh,PREPL inhibitor,pPAFAH inh,PAFAH1B2 FP inh,PAFAH1B3 FP inh
c1ccc(CSc2ncnc3ccccc23)cc1,-1,-4,25,1,8,8,10,-2,-3
COc1ccccc1N=C(C)C1=C(O)CC(c2ccccc2)CC1=O (configuration not stated),15,1,-2,3,-1,4,-2,0,10
Cc1c(C(=O)Nc2cc(F)cc(F)c2)cnn1-c1ccccc1,-5,-1,-7,-2,-2,-3,3,0,1
CNC(=O)c1cc2c(ccc3ccccc32)oc1=N,-7,-9,7,2,·,10,4,·,·
COC(=O)c1c(NC(=O)CSc2nnc(-c3ccco3)n2Cc2ccccc2)sc(C)c1C,2,-4,-9,-3,0,-27,-2,-1,2
C=CC[C@@H](CC(=O)N[C@H](CO)Cc1ccccc1)C(=O)N[C@@H](COC(=O)[C@@H](CC=C)CC(=O)OC(C)(C)C)Cc1c[nH]c2ccccc12,·,5,·,·,-9,17,3,0,-1
COCCn1c(NCc2ccc(C)cc2)nc2c1c(=O)[nH]c(=O)n2C,-2,0,-4,-1,-4,-4,2,-7,3
O=C(/C=C/c1ccco1)NC(=S)Nc1ccccc1N1CCCC1,12,1,6,-2,6,11,5,2,9
NC(Cc1ccc(O)c([N+](=O)[O-])c1)C(=O)O (configuration not stated),-31,5,3,-2,3,3,-11,0,12
O=C(c1cc(N2C(=O)C3C4CCC(C4)C3C2=O)ccc1Cl)N1CCN(c2ccc(F)cc2)CC1 (configuration not stated),13,-6,2,-2,4,21,-2,0,2
CCN(C(=O)CCS(=O)(=O)c1cccc2nsnc12)c1cccc(C)c1,-2,0,4,-1,4,0,8,8,4
CN(C)CCOCCOc1ccc(Cl)cc1Br,-5,4,7,4,-3,-17,1,0,4
Cc1ccc2[nH]c3c(c2c1)CN(C(=O)CN1CCN(c2ccccn2)CC1)CC3,-2,-12,8,3,-3,14,6,0,5
CCOC(=O)c1c(NC(=O)C2C3C=CC(C3)C2C(=O)O)sc2c1CCC(C)C2 (configuration not stated),2,3,4,0,-3,1,8,7,4
CC1Sc2ccc(S(=O)(=O)N3CCC(C(=O)NCc4ccccc4)CC3)cc2NC1=O (configuration not stated),-4,1,1,0,-2,-3,1,0,-4
NC(=O)c1nsc(C(=O)N(c2ccccc2)C(C(=O)NC2CCCC2)c2cccs2)c1N (configuration not stated),4,-4,-2,-3,15,11,-1,0,-2
CCc1ccc2c(c1)c(N=NC1=NC(=O)CS1)c(O)n2CC,-49,-1,-1,-1,12,6,6,6,5
CC(=O)N(C)c1ccc(NC(=O)COc2ccc(Br)cc2C)cc1,0,-6,24,6,5,-74,-3,9,6
CCC(CO)Oc1cc(NC(=O)c2ccccc2[N+](=O)[O-])c2ncn(C(C)C)c2c1 (configuration not stated),·,-9,·,·,7,8,5,-6,-3

# Single records, from the list above. Values in the order: GSTO1 counter | PAD4 inh | LYPLA2 inh | LYPLA1 inh | PAFAH2 inh | PREPL inhibitor | pPAFAH inh | PAFAH1B2 FP inh | PAFAH1B3 FP inh
# Results for O=C(/C=C/c1ccco1)NC(=S)Nc1ccccc1N1CCCC1 : 12 | 1 | 6 | -2 | 6 | 11 | 5 | 2 | 9
# Results for COC(=O)c1c(NC(=O)CSc2nnc(-c3ccco3)n2Cc2ccccc2)sc(C)c1C : 2 | -4 | -9 | -3 | 0 | -27 | -2 | -1 | 2
